mcGAS inh: mouse cGAS inhibition by luminescence. Q8C6L5. recombinant cGAS, Kinase-Glo ATP depletion luminescence. inhibition, % at 12.5 µM. hit rate 0.15% among 160,000;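 also: 0% = negative control wells and 100% = reference inhibitor with no enzyme activity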
hcGAS lum: inhibitors of human cGAS; AID 1259398; recombinant h-cGAS, ATP depletion, Kinase-Glo luminescence; Q8N884; hit rate 0.081% among 290,000; inhibition, % at 12.5 µM;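 also: 0% = vehicle reaction and 100% = reaction without DNA for no activity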
Target sequence (Q8N884 whole entry, looked up): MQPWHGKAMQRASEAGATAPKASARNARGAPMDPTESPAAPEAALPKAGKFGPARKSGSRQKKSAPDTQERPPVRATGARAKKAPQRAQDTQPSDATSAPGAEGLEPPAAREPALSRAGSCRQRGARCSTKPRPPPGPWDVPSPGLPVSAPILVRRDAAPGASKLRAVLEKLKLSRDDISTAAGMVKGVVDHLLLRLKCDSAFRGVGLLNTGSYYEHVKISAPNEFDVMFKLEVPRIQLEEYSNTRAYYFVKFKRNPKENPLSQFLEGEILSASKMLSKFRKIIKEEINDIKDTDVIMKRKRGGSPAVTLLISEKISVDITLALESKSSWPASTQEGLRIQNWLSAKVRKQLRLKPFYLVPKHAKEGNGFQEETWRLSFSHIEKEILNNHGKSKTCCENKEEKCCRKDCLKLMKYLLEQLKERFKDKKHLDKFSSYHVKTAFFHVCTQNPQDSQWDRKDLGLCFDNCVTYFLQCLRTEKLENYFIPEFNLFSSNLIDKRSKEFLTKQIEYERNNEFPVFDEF
NPYLR7 agonist: mosquito NPYLR7 agonism. HEK293T NPYLR7/Galpha15, GCaMP6s calcium fluorescence. activation, % at 10 µM. hit rate 0.15% among 270,000. AID 1259423; in the data active = activation above about 40%;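 also: 0% = vehicle and 100% = reference agonist at the receptor; some compounds past the cut are filed as inactive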
Starred values were filed as active, the others as inactive; · = no result given. Rule as the data show it, unless noted: active = inhibition above about 40%; inactive = the rest.

compound	mcGAS inh	hcGAS lum	NPYLR7 agonist
Cc1oc(-c2cccc(C(F)(F)F)c2)nc1CC(=O)N1CCc2ccccc2C1c1ccc(Cl)cc1 (configuration not stated)	-7	0	21
Cc1ccc(NC(=O)CNC(=O)c2cnnn2-c2ccccc2)c(F)c1	-9	-2	-1
Cc1ccc(F)c(C(=O)N2CCN(c3ccc(NC(=O)c4ccccc4F)cn3)CC2)c1F	-5	-5	3
CC(C)Cc1nc(C(C)NS(C)(=O)=O)n(-c2ccc3c(c2)OCCO3)n1 (configuration not stated)	-16	-6	19
COc1ccccc1N1CCN(C(=O)c2csc(-c3cc4ccccc4n3C)n2)CC1	·	-1	1
Cc1cc(NC(=O)COC(=O)Cn2c(C)csc2=O)no1	·	1	-1
CN(CCOc1ccccc1)Cc1ccc(O)c(O)c1	·	-2	24
COCCCNc1nc2ccccn2c(=O)c1C=C1SC(=S)N(Cc2ccccc2)C1=O	-7	-10	13
CCCc1cc(=O)[nH]c(-n2nc(C)cc2NC(=O)C(C)(C)Oc2ccc(Cl)cc2)n1	-1	1	-3
Cn1nnc2c(Nc3ccccc3F)ncnc21	·	2	9
O=C(Nc1cccc(-c2cccc(-c3ccc(F)cc3)n2)c1)c1ccc2c(c1)OCO2	-5	-8	20
C=CCOC(=O)C1=C(C)N2CCSC2=C(C#N)C1c1ccco1 (configuration not stated)	·	1	0
CC(C)Cn1c(=O)n(C)c(=O)c2cc(C(=O)c3cc(Cl)cc(Cl)c3O)cnc21	·	-6	9
COc1ccc(CCNC(=O)c2cc(-c3cccs3)nn2-c2ccc(F)cc2)cc1OC	-6	-9	10
COc1cc(/C=C2/SC(=S)N(CC(=O)O)C2=O)ccc1OCc1ccccc1	1	-8	2
COc1ccc(CCN(C)c2cc(-c3ccccc3)nc(SCc3ccc(C(=O)NCc4cccnc4)cc3)n2)cc1OC	-7	-2	2
COc1cc(OC)cc(C(=O)N(Cc2nc3cc(Cl)ccc3o2)C2CCCC2)c1	-4	-5	-7
CC1=C(C(=O)NCc2ccccc2-n2cccn2)C(C)NC(=O)N1 (configuration not stated)	-9	-3	4
Cc1ccccc1NC(=O)c1ccc(-n2nc(-c3cccc(Cl)c3)cc2N)cc1	-3	0	-3
COc1ccc(CSc2ncnc3nc[nH]c23)cc1	-4	-7	-1
COCCN(CC1CC1)S(=O)(=O)NCc1ccccc1	·	-3	4
COCc1ccc(CN2CCc3c([nH]c4ccccc34)C2C(C)(C)C)o1 (configuration not stated)	-14	-2	10
CC(C)c1cc(C(=O)N2CC[C@@H](c3ccc(F)cc3)[C@H](O)C2)n[nH]1	-20	-4	2
COC(=O)c1ccc(C2C(C(=O)Nc3ccccc3)=C(C)Nc3nc4ccccc4n32)cc1 (configuration not stated)	-7	-7	0

Another view of part of the listing above:
> CC1=C(C(=O)NCc2ccccc2-n2cccn2)C(C)NC(=O)N1 (configuration not stated)
  mcGAS inh = -9; hcGAS lum = -3; NPYLR7 agonist = 4

> COc1ccc(CSc2ncnc3nc[nH]c23)cc1
  mcGAS inh = -4; hcGAS lum = -7; NPYLR7 agonist = -1

> COc1cc(OC)cc(C(=O)N(Cc2nc3cc(Cl)ccc3o2)C2CCCC2)c1
  mcGAS inh = -4; hcGAS lum = -5; NPYLR7 agonist = -7

> Cc1ccccc1NC(=O)c1ccc(-n2nc(-c3cccc(Cl)c3)cc2N)cc1
  mcGAS inh = -3; hcGAS lum = 0; NPYLR7 agonist = -3

(listing goes on)
compound	mcGAS inh	hcGAS lum	NPYLR7 agonist
CCc1c(C)nc(Nc2nc(C)c3ccccc3n2)[nH]c1=O	-1	0	10
CCOc1cc(-c2ccc3c(c2)OCO3)cc(=[O+]CC)c2c(C)oc(C)c12	-6	-2	-8
CCOC(=O)[C@@H]1CN(C(=O)c2ccc(NC(C)=O)cc2)[C@H]2c3ccc(OC)cc3O[C@@H]12	-7	-9	0
Cc1nc(-c2cccs2)sc1-c1ccc(SCC(N)=O)nn1	0	3	-14
O=c1cc[nH]c2c1ccc1c(=O)cc[nH]c12	·	13	2
CCCC(O)=C1C(=O)CC(C)(C)CC1=Nc1ccccc1O	·	-3	-3
CCc1nc2n(n1)C(=O)C(C(c1ccc(C)cc1)N1CCOCC1)S2 (configuration not stated)	0	-4	-4
O=C(CSc1nnc(Cc2cccs2)n1C1CCCCC1)c1ccc(Cl)s1	·	2	-2
CC1CC1C(=O)NCCC(=O)Nc1cc(Cl)ccc1-n1ccnc1 (configuration not stated)	-13	-8	0
CCOC(=O)C(C)(C)Oc1ccc(Cl)cc1	-4	-1	6
CC(C)c1ccc(CNC2CCN(C)CC2)cc1	·	-18	0
Cc1ccc(Nc2ncccc2C(=O)N2CCC2)c(C)c1	-9	-7	5
COc1ccc(-c2ccc3c(c2)COC2(CCN(C(=O)c4ccc(F)cc4F)CC2)O3)c(OC)c1	1	0	-13
Cc1ccc(-c2cc(O)c3c(c2)CN(C(=O)CCCn2cncn2)CCO3)cc1	·	-12	1
Cc1cccc(OCCNC(=O)N2CCN(S(=O)(=O)c3ccccc3)CC2)c1	·	-3	0
CC(C)c1ccccc1N1C(=O)CSC1c1ccccc1NC(=O)C1CCCCC1 (configuration not stated)	-5	-6	2
COC(=O)c1c(C)[nH]c(C(=O)C(C)OC(=O)c2cccn2C)c1C (configuration not stated)	·	2	-3
CN1C(=S)N(c2ccc(OCc3ccccc3)cc2)C(=O)/C1=C\c1ccco1	-6	-5	-5
COc1ccc2c(c1)C(C(=O)Nc1ccc3oc(C(=O)O)cc3c1)=CC(C)(C)CO2	-6	6	1
N#Cc1ccccc1COc1cccc(-c2nnco2)c1	·	-7	11
Nc1nc(CSc2ncnc3c2oc2ccccc23)nc(Nc2ccccc2)n1	·	-9	2
N#Cc1c(N)/c(=C\c2ccccc2)c2n1C(=O)C(c1ccccc1)SC=2C(N)=O (configuration not stated)	-3	-2	4
CC(C)Cc1ncc2c(n1)CN(C(=O)c1cc(C(C)C)on1)C2	-8	-1	·
Cc1noc(-c2cccnc2)c1C(=O)NCCCN(C)c1ccccc1	-2	1	-1
O=C(COc1coc(CN2CCc3ccccc3C2)cc1=O)N1CCCCCC1	1	-2	2
Cc1cc([N+](=O)[O-])cc2c(N=NC(=O)COc3cccc(Br)c3)c(O)n(C)c12	0	0	-4
COCCCN(Cc1nc(C(=O)OC)cs1)C(=O)Nc1ccc(Cl)cc1Cl	-5	-3	-4
CCOC(=O)N1CCN(C(c2ccc(Cl)cc2)c2c(O)cc(C)n(Cc3ccco3)c2=O)CC1 (configuration not stated)	·	-9	13
CC1CCN(C(=O)COC(=O)c2cc(Br)c[nH]2)c2ccccc2S1 (configuration not stated)	·	-9	5
CCC(C)Sc1nnc(CNC(=O)C23CC4CC(CC(C4)C2)C3)n1CC (configuration not stated)	-8	-8	-4
COC(=O)COc1cc(OC)c(OC)c(OC)c1	·	-5	3
CC(=O)c1ccc(N2CCN(S(=O)(=O)c3ccccc3Br)CC2)cc1	·	-9	0
CC(=O)c1cccc(-c2ccc3c(c2)C(C)(Cc2ccc(S(C)(=O)=O)cc2)C(=O)N3)c1 (configuration not stated)	2	1	3
CC(=O)Nc1ccc(CN2CCC2(C)C(=O)NCc2cccc3ccccc23)cc1 (configuration not stated)	·	-3	-2
CC(=O)N1CCN(C(=O)c2csc(COc3ccc([N+](=O)[O-])cc3)n2)CC1	-9	-6	1
CCOC(=O)c1cc(-c2cccc(NC(=O)c3c(F)cc(OC)cc3F)c2)n(-c2ccc(F)cc2)n1	1	4	-14
N#Cc1c(N=CN2CCCCCC2)sc2c1CCCC2	·	-7	8
O=C(CCCc1c[nH]c2ccccc12)OCn1nnc2ccccc2c1=O	·	0	7
Cc1ncoc1C(=O)N1CCCC(C(=O)c2ccc(-c3ccccc3)cc2)C1 (configuration not stated)	·	-2	-4
O=C(CSc1ncc(S(=O)(=O)c2ccccc2)c(=O)[nH]1)Nc1cccc(C(F)(F)F)c1	-2	-7	-6

Taken from the results shown for reference:
compound	mcGAS inh	hcGAS lum	NPYLR7 agonist
CC(=O)c1cccc(-c2ccc3c(c2)C(C)(Cc2ccc(S(C)(=O)=O)cc2)C(=O)N3)c1 (configuration not stated)	2	1	3
CC(=O)Nc1ccc(CN2CCC2(C)C(=O)NCc2cccc3ccccc23)cc1 (configuration not stated)	·	-3	-2

New compounds follow
compound	mcGAS inh	hcGAS lum	NPYLR7 agonist
CN1C(=O)C(=Cc2ccc(Oc3ccc([N+](=O)[O-])cc3[N+](=O)[O-])cc2)C(=O)N(C)C1=O	0	-2	-15
CC1CCc2c(sc3ncnc(NCCCO)c23)C1 (configuration not stated)	2	0	3
CC(=O)c1ccc(N2CCN(C(=O)C(C)Cc3c(C)nn(C)c3C)CC2)cc1 (configuration not stated)	·	-11	9
N#CCC(=O)NNC(=O)c1cccs1	·	6	-9
COc1ccc(Cc2noc(CN3CCN(C4CCc5ccccc5C4)CC3)n2)cc1OC (configuration not stated)	-9	-6	12
CCNC(=O)NC(=O)C(C)N(C)Cc1cccc(C#N)c1 (configuration not stated)	·	-6	4
Cn1cccc1C1CCCN1CC(=O)Nc1ccnn1C1CCCC1 (configuration not stated)	·	-13	-13
c1cc(CNc2nccn3ccnc23)ccn1	·	-18	4

In the list so far, these have two or more sulfur atoms:
compound	mcGAS inh	hcGAS lum	NPYLR7 agonist
COCCCNc1nc2ccccn2c(=O)c1C=C1SC(=S)N(Cc2ccccc2)C1=O	-7	-10	13
COc1cc(/C=C2/SC(=S)N(CC(=O)O)C2=O)ccc1OCc1ccccc1	1	-8	2
Cc1nc(-c2cccs2)sc1-c1ccc(SCC(N)=O)nn1	0	3	-14
O=C(CSc1nnc(Cc2cccs2)n1C1CCCCC1)c1ccc(Cl)s1	·	2	-2
O=C(CSc1ncc(S(=O)(=O)c2ccccc2)c(=O)[nH]1)Nc1cccc(C(F)(F)F)c1	-2	-7	-6

Following part:
compound	mcGAS inh	hcGAS lum	NPYLR7 agonist
Cc1ccc(C)c(-n2ncc3c2CCN(C(=O)c2ccc(Cl)nc2)C3)c1	·	-3	2
COCCNC(=O)C(NC(=O)c1ccc(OC)cc1)C1CCN(S(=O)(=O)c2ccc(C)cc2)CC1 (configuration not stated)	-5	-6	9
CSc1ccc(C=NN2CCN(Cc3ccccc3)CC2)cc1	-5	-4	0
Cc1nnc(SCC(=O)N2CC3(C)CC2CC(C)(C)C3)s1 (configuration not stated)	·	-5	4
CCN=c1cc2oc3cc(NCC)c(C)cc3c(-c3ccccc3C(=O)OCC)c-2cc1C	-20	-29	159*
CN1CCC(NC(=S)NC2CCCCC2)CC1	·	-5	5
CC1CCN(C(c2cccs2)C2Sc3nc(-c4ccco4)nn3C2=O)CC1 (configuration not stated)	-6	-5	2
COc1ccc(-n2c(SC(C)c3ccccc3)nc3c(c2=O)SCC3)cc1 (configuration not stated)	·	-7	3
O=C(Cc1ccc2c(c1)OCO2)N1CCc2c(cc(-c3ccccc3F)c(=O)n2Cc2ccncc2)C1	-12	-6	5
COC(=O)c1coc(CN2CCOC(c3ccc4cc(OC)ccc4c3)C2)n1 (configuration not stated)	·	1	-1
CCCNC(=O)CSc1nnc(SCC(=O)NC(C)c2ccccc2C)s1 (configuration not stated)	-8	-6	-6
CCC(CO)N(Cc1ccco1)C(=O)c1cccnc1OC (configuration not stated)	·	-1	-3
O=S(=O)(Nc1ccc(F)cc1)c1ccc(S(=O)(=O)N2CCOCC2)cc1	·	-14	4
Cc1ccc(OCCCn2c(C3CC(=O)N(Cc4ccccc4)C3)nc3ccccc32)cc1 (configuration not stated)	1	0	0
O=c1[nH]c(=S)n(-c2ccc(Cl)c(Cl)c2)c(O)c1C=NCc1ccc(Cl)cc1	-1	-3	-1
CCn1ccnc1CS(=O)(=O)c1nccn1-c1cccc(C)c1C	-15	-10	6

Limited to NPYLR7 agonist (six entries from above):
| molecule | NPYLR7 agonist |
| --- | --- |
| Cc1ccc(OCCCn2c(C3CC(=O)N(Cc4ccccc4)C3)nc3ccccc32)cc1 (configuration not stated) | 0 |
| CCn1ccnc1CS(=O)(=O)c1nccn1-c1cccc(C)c1C | 6 |
| O=c1[nH]c(=S)n(-c2ccc(Cl)c(Cl)c2)c(O)c1C=NCc1ccc(Cl)cc1 | -1 |
| CCCNC(=O)CSc1nnc(SCC(=O)NC(C)c2ccccc2C)s1 (configuration not stated) | -6 |
| O=C(Cc1ccc2c(c1)OCO2)N1CCc2c(cc(-c3ccccc3F)c(=O)n2Cc2ccncc2)C1 | 5 |
| O=S(=O)(Nc1ccc(F)cc1)c1ccc(S(=O)(=O)N2CCOCC2)cc1 | 4 |

Next section:
compound	mcGAS inh	hcGAS lum	NPYLR7 agonist
COc1cc(-c2ccccc2)c2ccccc2n1	·	-8	0
COc1ccc(S(=O)(=O)NCCCN2CCOCC2)cc1N1CCN(C(=O)c2ccc(C#N)cc2)CC1	-1	-1	0
CCn1nnc2cc(C(=O)OCC(=O)NC3CCC(C)CC3)ccc21 (configuration not stated)	·	-8	1
Cc1ccc(S(=O)(=O)N2CCN(C(=O)NCc3ccc(OC(F)(F)F)cc3)CC2)s1	-3	-5	-1
O=C(CCCN1CCC(c2ccccc2)C1)c1ccc2c(c1)OCCO2 (configuration not stated)	·	7	-5
CC(C)C(=O)NNC(=O)COc1ccc(C(C)(C)CC(C)(C)C)cc1	·	-3	-3
CC1CCCC(C)N1C(=O)COc1ccc(C(=O)Nc2nncs2)cc1 (configuration not stated)	-6	-6	4
CN(C(=O)c1cnn2c(C(F)(F)F)cc(-c3ccc4c(c3)OCO4)nc12)C1CCCCC1	-5	-3	-2
Cc1c(CC(=O)N2CCC3(CC2)CCN(Cc2ccccc2)C3=O)cnn1-c1ccccc1	·	-6	6

Bioassay records as filed in PubChem.
